FAS TE block – inhibitors of human fatty acid synthase thioesterase domain | P49327 | hit rate 0.67% among 360,000 | AID 602261 | inhibition, % at 15 µM | recombinant FAS-TE, OMFH fluorogenic substrate, fluorescence endpoint;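 active means compounds whose normalised, plate-corrected inhibition of enzyme fluorescence in the single-dose primary screen is 50% or more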;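 further: 0% = DMSO with enzyme and 100% = substrate without enzyme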
NadD block – inhibitors of Staphylococcus aureus NadD; purified NadD enzyme, colorimetric absorbance read-out; inhibition, % at 20 µM; hit rate 0.78% among 360,000; in the data active means inhibition above about 26%; further: some compounds past the cut are filed as inactive
CSN deneddyl inh – CSN deneddylation inhibition. Q92905. Purified CSN, SCF-Nedd8-OG deneddylation, fluorescence polarization. inhibition, % at 12.5 µM. hit rate 0.38% among 360,000. AID 651999;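 active means pattern-corrected inhibition above about 35%, with an unprinted fluorescence ratio check between 0.5 and 1.5, limit read from the data, passing the limit was not always enough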;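 further: 0% = enzyme with substrate and 100% = substrate without enzyme; some results filed as inactive read as strong as hits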
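Material: purified human Csn5 enzyme expressed in HEK293T cells / Medium: Tris buffer pH 7.5, NaCl, DTT, Tween-20, trehalose, ovalbumin / Compound dosing: 12.5 µM single point / Schedule: 90 min incubation of compound, enzyme and substrate at room temperature / Signal: fluorescence polarization of the substrate / Control set: no-enzyme wells high, enzyme-with-substrate wells low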
Neddylation inh – blocks human cullin neddylation; P61081+Q13564; TR-FRET cullin neddylation, biochemical; calls only at 25 µM; hit rate 0.58% among 360,000; in the data active means inhibition above about 36%
MT1-MMP act inh – inhibitors of human MT1-MMP activation; P50281; HT1080 RFP-PRO-GFP cells, GFP/RFP ratio fluorescence, overnight; percent of plate control window, DMSO zero; GFP/RFP ratio change, % at 20 µM; hit rate 0.061% among 360,000; AID 651647;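 active means GFP/RFP ratio change of at least 30% with cell ATP level not reduced by more than half and red fluorescence within 50% of control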; further: strong numbers were not always called active
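Assay system: RFP-PRO-GFP reporter HT1080 cells; read-out basis: GFP/RFP fluorescence ratio; benchmarks: DMSO wells and RFP-L50D-GFP cells; doses: 20 µM single dose, 1% DMSO; schedule: overnight cell settling, then overnight compound exposure, 37 °C, 5% CO2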
Rin1-Abl PPI inh – inhibitors of human Rin1-Abl protein interaction | P00519+Q13671 | TR-FRET Rin1/Abl binding, biochemical | inhibition, % at 7.35 µM | hit rate 0.4% among 360,000; in the data active means inhibition above about 5%, passing the limit was not always enough
MLLE-PAM2 inh – blocks PAM2 peptide binding to the PABP1 MLLE domain; P11940; GST-MLLE / FITC-PAM2 fluorescence polarization; inhibition, % at 20 µM; hit rate 0.36% among 360,000; in the data active means inhibition above about 35%, passing the limit was not always enough;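 further: plate controls were DMSO wells with GST-MLLE for no effect and wells lacking GST-MLLE protein for full effect; some results filed as inactive read as strong as hits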
Target sequence (P11940 whole entry, looked up, the tested form may be a part): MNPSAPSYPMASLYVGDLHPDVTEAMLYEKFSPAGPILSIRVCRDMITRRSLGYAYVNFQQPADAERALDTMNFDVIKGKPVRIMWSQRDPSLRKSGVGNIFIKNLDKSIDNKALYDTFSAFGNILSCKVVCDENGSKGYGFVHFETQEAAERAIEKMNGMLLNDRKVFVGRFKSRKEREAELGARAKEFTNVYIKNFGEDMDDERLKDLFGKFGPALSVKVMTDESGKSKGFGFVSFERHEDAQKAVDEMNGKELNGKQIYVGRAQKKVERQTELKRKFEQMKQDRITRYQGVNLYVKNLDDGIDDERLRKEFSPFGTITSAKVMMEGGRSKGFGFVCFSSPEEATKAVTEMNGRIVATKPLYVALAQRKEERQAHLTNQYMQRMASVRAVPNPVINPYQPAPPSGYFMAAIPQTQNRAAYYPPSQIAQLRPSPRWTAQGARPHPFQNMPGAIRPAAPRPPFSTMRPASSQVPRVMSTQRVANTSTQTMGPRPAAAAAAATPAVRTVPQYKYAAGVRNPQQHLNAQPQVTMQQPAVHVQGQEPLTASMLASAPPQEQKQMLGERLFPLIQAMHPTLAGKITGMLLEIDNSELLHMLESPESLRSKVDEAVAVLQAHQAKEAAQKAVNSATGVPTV
Rpn11 inh – Rpn11 (human) deubiquitinase inhibition; hit rate 0.59% among 360,000; calls only at 20 µM; human 26S proteasome, Ub4-pepOG fluorescence polarization; 20S core pre-blocked with epoxomicin; O00487;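 active means inhibition at 20 µM, scaled to each plate's controls, above about 33%, limit read from the data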
Target sequence (O00487 whole entry, looked up): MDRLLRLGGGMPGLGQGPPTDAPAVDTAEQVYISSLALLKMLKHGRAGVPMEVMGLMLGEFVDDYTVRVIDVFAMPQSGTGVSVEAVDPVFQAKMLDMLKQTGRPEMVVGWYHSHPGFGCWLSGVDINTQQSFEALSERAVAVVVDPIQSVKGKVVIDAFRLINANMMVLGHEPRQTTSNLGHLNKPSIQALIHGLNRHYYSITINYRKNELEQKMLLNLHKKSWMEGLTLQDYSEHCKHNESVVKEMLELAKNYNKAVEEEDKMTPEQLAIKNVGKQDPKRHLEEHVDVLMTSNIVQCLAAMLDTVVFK
SKN-1 block – C. elegans SKN-1 inhibition | C. elegans VP596 Pgst-4::GFP/RFP ratio, acrylamide-induced, 24 h | inhibition, % at 21.8 µM | hit rate 0.49% among 360,000 | AID 624304;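 active means interference check ratio from 0.5 to 1.5 plus GFP to RFP signal ratio inhibition reaching or exceeding a fixed threshold, cut at about 30% in these data, passing the limit was not always enough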; further: some compounds called inactive have numbers as strong as hits
* marks the source's active call; other numbers are inactive results.

Screening COc1ccc(OC)c(CN2CCN(C(=O)CNC(=O)c3cc(C)cc(C)c3)CC2)c1 returned FAS TE block -4, NadD block -3, CSN deneddyl inh -7, Neddylation inh inactive, MT1-MMP act inh 2, Rin1-Abl PPI inh -1, MLLE-PAM2 inh 13, Rpn11 inh inactive and SKN-1 block 12.
Screening C[C@@H]1C(=O)OC[C@H]1NC(=O)OCc1ccccc1 returned FAS TE block -10, NadD block -2, CSN deneddyl inh 2, Neddylation inh inactive, MT1-MMP act inh 0, Rin1-Abl PPI inh 1, MLLE-PAM2 inh -5, Rpn11 inh inactive and SKN-1 block 13.
For COc1ccc(NC(=S)N(CCc2c(C)[nH]c3ccc(C)cc23)Cc2ccco2)cc1 the results were FAS TE block 9, NadD block 2, CSN deneddyl inh 0, Neddylation inh inactive, MT1-MMP act inh 0, Rin1-Abl PPI inh -1, MLLE-PAM2 inh -37, Rpn11 inh inactive and SKN-1 block -12.
Screening CCc1ccc(NC(=S)N2CCN(c3cccc(C(F)(F)F)c3)CC2)cc1 returned FAS TE block -3, NadD block 7, CSN deneddyl inh 1, Neddylation inh inactive, MT1-MMP act inh 4, Rin1-Abl PPI inh -3, MLLE-PAM2 inh -53, Rpn11 inh inactive and SKN-1 block -22.
Screening Cc1csc(NC(=S)Nc2cccc(Cl)c2)n1 returned FAS TE block 9, NadD block 2, CSN deneddyl inh 9, Neddylation inh inactive, MT1-MMP act inh -27, Rin1-Abl PPI inh -1, MLLE-PAM2 inh 36*, Rpn11 inh inactive and SKN-1 block 12.
`Cc1ccc(CNC(=O)C(=O)NCC2OCCN2S(=O)(=O)c2ccc(Cl)cc2)cc1` (centres undefined) gave FAS TE block 13, NadD block -8, CSN deneddyl inh -4, Neddylation inh inactive, MT1-MMP act inh 0, Rin1-Abl PPI inh -1, MLLE-PAM2 inh -7, Rpn11 inh inactive and SKN-1 block -5.
CN(C)c1cccc2c(/C=N/O)ccc(N(C)C)c12 was read as FAS TE block 2, NadD block 2, CSN deneddyl inh -14, Neddylation inh inactive, MT1-MMP act inh 1, Rin1-Abl PPI inh -2, MLLE-PAM2 inh 4, Rpn11 inh inactive and SKN-1 block 4.
For COc1cccc(CNC(=O)CCS(=O)(=O)Cc2ccc(C)cc2)c1 the results were FAS TE block -9, NadD block -4, CSN deneddyl inh -2, Neddylation inh inactive, MT1-MMP act inh 5, Rin1-Abl PPI inh 0, MLLE-PAM2 inh 3, Rpn11 inh inactive and SKN-1 block 5.
`CCOc1ccc(NC(=O)CN(C)C(=O)c2cc(S(=O)(=O)N3CCCCC3)ccc2Cl)cc1OCC` gave FAS TE block -1, NadD block -3, CSN deneddyl inh -3, Neddylation inh inactive, MT1-MMP act inh 2, Rin1-Abl PPI inh 2, MLLE-PAM2 inh 5, Rpn11 inh inactive and SKN-1 block 4.
Screening Cc1nc2nc(SCC(=O)c3cccc([N+](=O)[O-])c3)[nH]c2cc1Br returned FAS TE block 41, NadD block 19, CSN deneddyl inh -1, Neddylation inh inactive, MT1-MMP act inh 1, Rin1-Abl PPI inh 2, MLLE-PAM2 inh -56, Rpn11 inh inactive and SKN-1 block 7.
Screening Oc1ccccc1N=Nc1ccccc1O returned FAS TE block 8, NadD block 2, CSN deneddyl inh -4, Neddylation inh inactive, MT1-MMP act inh 8, Rin1-Abl PPI inh 2, MLLE-PAM2 inh -2, Rpn11 inh inactive and SKN-1 block 20.
Screening COc1cccc(/C=N/n2c(CO)nc3ccccc32)c1OC returned FAS TE block -2, NadD block -2, CSN deneddyl inh -5, Neddylation inh inactive, MT1-MMP act inh 2, Rin1-Abl PPI inh -6, MLLE-PAM2 inh -7, Rpn11 inh inactive and SKN-1 block 11.
`NC(=O)COc1ccc2cc(-c3ccccc3)c(=O)oc2c1` gave FAS TE block -6, NadD block -1, CSN deneddyl inh 1, MT1-MMP act inh 5, Rin1-Abl PPI inh -2, MLLE-PAM2 inh 1, Rpn11 inh inactive and SKN-1 block -5.
Screening Nn1c(SCC(=O)N2CCOCC2)nnc1-c1ccccc1Cl returned FAS TE block -8, NadD block -3, CSN deneddyl inh 4, Neddylation inh inactive, MT1-MMP act inh -2, Rin1-Abl PPI inh 0, MLLE-PAM2 inh 11, Rpn11 inh inactive and SKN-1 block 15.
For COc1ccc(NC(=O)C2CCN(c3nnnn3-c3ccccc3)CC2)cc1 the results were FAS TE block -4, NadD block -1, CSN deneddyl inh -1, Neddylation inh inactive, MT1-MMP act inh 8, Rin1-Abl PPI inh -2, MLLE-PAM2 inh -3, Rpn11 inh inactive and SKN-1 block -5.
For CC(C)N(Cc1ccccc1)C(=O)CN1C(=O)c2ccccc2C1=O the results were FAS TE block -6, NadD block 1, CSN deneddyl inh -2, Neddylation inh inactive, MT1-MMP act inh -4, Rin1-Abl PPI inh -3, MLLE-PAM2 inh 10, Rpn11 inh inactive and SKN-1 block -10.
CCn1cc(S(=O)(=O)N2CCN(c3ccc(Cl)cc3)CC2)cn1 was read as FAS TE block 10, NadD block 2, CSN deneddyl inh -2, Neddylation inh inactive, MT1-MMP act inh 1, Rin1-Abl PPI inh 1, MLLE-PAM2 inh -5, Rpn11 inh inactive and SKN-1 block 4.
`CCCCn1nnc(NC(=O)Cc2ccc(Cl)cc2)n1` gave FAS TE block -3, NadD block -2, CSN deneddyl inh 0, Neddylation inh inactive, MT1-MMP act inh 0, Rin1-Abl PPI inh 0, MLLE-PAM2 inh -3, Rpn11 inh inactive and SKN-1 block 21.
`CS(=O)(=O)N1CCC(C(=O)N2CCC(Cc3ccccc3)CC2)CC1` gave FAS TE block -1, NadD block -1, CSN deneddyl inh 4, Neddylation inh inactive, MT1-MMP act inh 3, Rin1-Abl PPI inh 0, MLLE-PAM2 inh 5, Rpn11 inh inactive and SKN-1 block 7.
Screening CN(C)c1ccc(P(=O)(OCc2ccccc2)C(O)c2ccc(Br)cc2)cc1 (centres undefined) returned FAS TE block -8, NadD block 0, CSN deneddyl inh -2, Neddylation inh inactive, MT1-MMP act inh -2, Rin1-Abl PPI inh -1, MLLE-PAM2 inh -1, Rpn11 inh inactive and SKN-1 block -6.
CCOC(=O)CCN(C(=S)Nc1ccccc1)C1CCCCC1 was read as FAS TE block -1, NadD block 1, CSN deneddyl inh 2, Neddylation inh inactive, MT1-MMP act inh -2, Rin1-Abl PPI inh 1, MLLE-PAM2 inh -59, Rpn11 inh inactive and SKN-1 block 0.
For CC1=C(C(=O)Nc2ccccc2C)C(c2ccc(C)o2)N2C(=O)CSC2=N1 (centres undefined) the results were FAS TE block -10, NadD block 17, CSN deneddyl inh 1, Neddylation inh inactive, MT1-MMP act inh 0, Rin1-Abl PPI inh -2, MLLE-PAM2 inh 38, Rpn11 inh inactive and SKN-1 block -1.
For Cc1nn(-c2ccccc2)c2sc(C(=O)N3CCOCC3)cc12 the results were FAS TE block 1, NadD block 0, CSN deneddyl inh 2, Neddylation inh inactive, MT1-MMP act inh -2, Rin1-Abl PPI inh 0, MLLE-PAM2 inh 3, Rpn11 inh inactive and SKN-1 block 8.
COc1cccc(-c2c(-c3cc(OC)cc(OC)c3)n(C)c3ccc(-c4ccc5[nH]ccc5c4)cc23)c1 was read as FAS TE block 39, NadD block 17, CSN deneddyl inh -1, Neddylation inh inactive, MT1-MMP act inh -1, Rin1-Abl PPI inh 1, MLLE-PAM2 inh -1, Rpn11 inh inactive and SKN-1 block -10.

2 records drawn at random from the list so far:
For COc1ccc(NC(=O)C2CCN(c3nnnn3-c3ccccc3)CC2)cc1 the results were FAS TE block -4, NadD block -1, CSN deneddyl inh -1, Neddylation inh inactive, MT1-MMP act inh 8, Rin1-Abl PPI inh -2, MLLE-PAM2 inh -3, Rpn11 inh inactive and SKN-1 block -5.
`CCCCn1nnc(NC(=O)Cc2ccc(Cl)cc2)n1` gave FAS TE block -3, NadD block -2, CSN deneddyl inh 0, Neddylation inh inactive, MT1-MMP act inh 0, Rin1-Abl PPI inh 0, MLLE-PAM2 inh -3, Rpn11 inh inactive and SKN-1 block 21.

(listing goes on)
`COC(=O)c1sc(NC(=O)c2c(F)cccc2F)c(C#N)c1C` gave FAS TE block 1, NadD block -6, CSN deneddyl inh -6, Neddylation inh inactive, MT1-MMP act inh 3, Rin1-Abl PPI inh -2, MLLE-PAM2 inh 19, Rpn11 inh inactive and SKN-1 block -8.
For C=CCSc1nnc(CNS(=O)(=O)c2ccc(C)cc2)n1C the results were FAS TE block -4, NadD block 2, CSN deneddyl inh 3, Neddylation inh inactive, MT1-MMP act inh -2, Rin1-Abl PPI inh -2, MLLE-PAM2 inh 4, Rpn11 inh inactive and SKN-1 block 7.
C=CCNS(=O)(=O)c1cccc(C(C)=O)c1 was read as FAS TE block -12, NadD block 1, CSN deneddyl inh -9, Neddylation inh inactive, MT1-MMP act inh -1, Rin1-Abl PPI inh -1, MLLE-PAM2 inh 20, Rpn11 inh inactive and SKN-1 block -1.
For c1ccc(CNc2c(C3CCNCC3)nc3scc(-c4ccccc4)n23)cc1 the results were FAS TE block -5, NadD block 2, CSN deneddyl inh 9, Neddylation inh inactive, MT1-MMP act inh 4, Rin1-Abl PPI inh 5, MLLE-PAM2 inh 6, Rpn11 inh inactive and SKN-1 block 14.
For O=S(=O)(NCCOc1ccccc1F)c1cccc(Br)c1 the results were FAS TE block 17, NadD block -9, CSN deneddyl inh -8, Neddylation inh inactive, MT1-MMP act inh 4, Rin1-Abl PPI inh 2, MLLE-PAM2 inh -2, Rpn11 inh inactive and SKN-1 block -5.
Screening CS(=O)(=O)c1nc2ccccc2n1Cc1ccccc1 returned FAS TE block -4, NadD block -8, CSN deneddyl inh 2, Neddylation inh inactive, MT1-MMP act inh -4, Rin1-Abl PPI inh -2, MLLE-PAM2 inh -2, Rpn11 inh inactive and SKN-1 block -14.
For COc1ccc(-n2c(=S)[nH]c3cc(C(=O)NCCCN4CCOCC4)ccc3c2=O)cc1 the results were FAS TE block -5, NadD block -4, CSN deneddyl inh -1, Neddylation inh inactive, MT1-MMP act inh -1, Rin1-Abl PPI inh -1, MLLE-PAM2 inh -5, Rpn11 inh inactive and SKN-1 block -1.
For CC1CCN(C(=O)COC(=O)c2ccc(Cl)nc2)CC1 the results were FAS TE block -4, NadD block 7, CSN deneddyl inh 1, Neddylation inh inactive, MT1-MMP act inh 2, Rin1-Abl PPI inh 0, MLLE-PAM2 inh -5, Rpn11 inh inactive and SKN-1 block -1.
Screening CCOC(=O)Cc1csc(NC(=O)Nc2ccc(Cl)cc2)n1 returned FAS TE block 6, NadD block -6, CSN deneddyl inh 3, Neddylation inh inactive, MT1-MMP act inh -3, Rin1-Abl PPI inh 2, MLLE-PAM2 inh -17, Rpn11 inh inactive and SKN-1 block -2.
`CCOc1cc(/C=N/Nc2nc(-c3cccc(S(=O)(=O)N4CCCC4)c3)cs2)ccc1O` gave FAS TE block 26, NadD block 45*, CSN deneddyl inh 0, Neddylation inh inactive, MT1-MMP act inh 1, Rin1-Abl PPI inh 3, MLLE-PAM2 inh -43, Rpn11 inh inactive and SKN-1 block -7.
COC(=O)c1ccccc1NC(=O)Cn1cnc2c(cnn2-c2ccccc2)c1=O was read as FAS TE block 3, NadD block -1, CSN deneddyl inh -3, Neddylation inh inactive, MT1-MMP act inh -5, Rin1-Abl PPI inh -3, MLLE-PAM2 inh -1, Rpn11 inh inactive and SKN-1 block -12.
